Screening data from PubChem BioAssay.
CR mimetic SO: lowers age-related superoxide in aged yeast cells; S. cerevisiae aged cells, superoxide DHE fluorescence; stronger effect = lower value; superoxide response (% of plate mean), % at 10 µM; actives 0.18% (n = 330,000);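 active means superoxide response under a set limit, about three screen SD below normal, cut at about 65% in these data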;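 further: yeast aged for seven days with compound at 30 °C before DHE staining; 100% = average MFI of all compound-treated wells on the plate with controls excluded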
PP1 counter: blocks human PP1-alpha phosphatase, a PP5 counter-screen; P62136; purified PP1alpha, OMFP fluorescence; inhibition, % at 6.7 µM; actives 0.9% (n = 320,000);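 active means inhibition above the mean inhibition of all tested compounds plus 3 SD, computed separately for each screening campaign, cut at about 15% in these data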
Target sequence (P62136 whole entry, looked up): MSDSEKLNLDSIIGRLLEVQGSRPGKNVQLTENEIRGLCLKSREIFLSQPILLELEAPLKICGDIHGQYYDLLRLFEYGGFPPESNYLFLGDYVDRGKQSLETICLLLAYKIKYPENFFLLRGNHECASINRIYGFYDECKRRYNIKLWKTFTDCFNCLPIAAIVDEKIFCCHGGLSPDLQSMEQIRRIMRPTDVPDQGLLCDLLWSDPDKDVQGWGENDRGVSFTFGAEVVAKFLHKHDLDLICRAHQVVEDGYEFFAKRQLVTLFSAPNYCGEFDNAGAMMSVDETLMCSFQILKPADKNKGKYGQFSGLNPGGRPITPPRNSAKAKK
core dimer inh: blocks dimerization of HCV core protein; inhibition, % at 5 µM; AID 1899; actives 0.33% (n = 300,000); TR-FRET GST/Flag-core106 dimerization, 1536-well;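 active means inhibition above the mean of all tested compounds plus 3 SD, set per screening campaign, cut at about 45% in these data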
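Material: Tagged HCV core106 pair (GST and Flag) | Amount: GST-core106 13.5 nM, Flag-core106 17 nM | Medium: KF-containing HEPES buffer, pH 7.45, DTT, CHAPS, BSA | Reagent: Eu donor and XL665 acceptor anti-tag antibodies | Schedule: 4 h at 22.5 °C | Technique: Time-resolved FRET, ex 340 nm, em 617 and 671 nm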
TPT1 inhibitor: C. albicans TPT1 enzyme inhibition; recombinant caTPT1, FP RNA substrate dephosphorylation; inhibition, % at 5 µM; actives 0.81% (n = 300,000); AID 1962;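 active means inhibition above the mean of all tested compounds plus 3 SD, set per screening campaign, cut at about 24% in these data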;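 further: plate controls were DMSO alone for no effect and ferristatin control at 100 nM for full effect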
EBNA-1 inh: blocks EBNA-1 binding to DNA; AID 1950; EBNA-1 DNA binding, fluorescence polarization; actives 0.34% (n = 300,000); inhibition, % at 14.8 µM; in the data active means inhibition above about 28%
JMJD2C inh: inhibitors of human GASC-1 (JMJD2C) demethylase; Q9H3R0; inhibition, % at 2.35 µM; GST-JMJD2C(1-420) H3K9me3 demethylation, DELFIA europium; actives 0.069% (n = 330,000);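 active means more than half of a compound's replicate wells show inhibition beyond 50%, single wells judged on their own value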;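 further: signal counts dimethyl H3K9 product captured on neutravidin plate; 0% = median of DMSO wells and 100% = 0.3 times that DMSO median; strong numbers were not always called active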
Target sequence (Q9H3R0 1-420 limits assumed): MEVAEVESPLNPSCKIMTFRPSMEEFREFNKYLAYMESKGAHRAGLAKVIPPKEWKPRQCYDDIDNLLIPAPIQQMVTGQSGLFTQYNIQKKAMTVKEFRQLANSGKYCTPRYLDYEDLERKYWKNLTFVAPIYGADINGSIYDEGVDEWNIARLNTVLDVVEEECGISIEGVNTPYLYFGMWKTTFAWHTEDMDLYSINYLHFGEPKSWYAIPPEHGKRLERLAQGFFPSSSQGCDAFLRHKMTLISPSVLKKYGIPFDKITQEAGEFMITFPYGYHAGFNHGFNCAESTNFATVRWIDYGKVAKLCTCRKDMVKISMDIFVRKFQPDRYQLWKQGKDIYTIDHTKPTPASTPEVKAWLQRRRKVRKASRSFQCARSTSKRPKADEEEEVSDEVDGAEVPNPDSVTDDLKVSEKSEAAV
PP5 inh: blocks human protein phosphatase 5 activity. P53041. purified PP5c, OMFP substrate fluorescence. inhibition, % at 6.7 µM. actives 0.18% (n = 320,000). AID 1987;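 active means inhibition above the campaign's mean inhibition across all tested compounds plus 3 SD, cut at about 9.5% in these data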;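 further: 0% = DMSO only and 100% = 100 µM cantharidin control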
ZTA counter: blocks Epstein-Barr virus ZTA, an EBNA-1 counter-screen. P03206. ZTA-DNA binding, fluorescence polarization. inhibition, % at 11 µM. actives 0.15% (n = 320,000). AID 2234; in the data active means inhibition above about 33%
Target sequence (P03206 whole entry, looked up): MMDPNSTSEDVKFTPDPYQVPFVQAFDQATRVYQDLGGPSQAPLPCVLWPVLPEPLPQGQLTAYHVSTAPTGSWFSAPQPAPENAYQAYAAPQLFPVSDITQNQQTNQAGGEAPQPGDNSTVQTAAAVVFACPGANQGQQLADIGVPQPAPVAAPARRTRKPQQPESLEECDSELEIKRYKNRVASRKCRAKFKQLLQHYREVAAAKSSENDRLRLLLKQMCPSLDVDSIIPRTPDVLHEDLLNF
CTSL1 counter: cathepsin L1 inhibition, PFM18AAP counter-screen | recombinant F. hepatica cathepsin L1, Z-Leu-Arg-MCA fluorescence | actives 0.49% (n = 300,000) | inhibition, % at 5.96 µM | AID 1906;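 active means inhibition above the mean of all tested compounds plus 3 SD, set per screening campaign, cut at about 17% in these data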;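 further: 0% = plate median of test compound wells and 100% = 1 µM Z-Phe-Ala-diazomethylketone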
Starred values were filed as active, the others as inactive; . = not tested or not shown; & = joins results of further samples. An unsorted share of the library; any-hit rate near 3.1%.

SMILES	CR mimetic SO	PP1 counter	core dimer inh	TPT1 inhibitor	EBNA-1 inh	JMJD2C inh	PP5 inh	ZTA counter	CTSL1 counter
COc1cc(CNCCN2CCOCC2)ccc1OCC(=O)NC(C)(C)C	107	0	-4	-1	-8	-8	2.6	-9	-3
Cc1cc(-n2c(=O)c(C#N)cc3c(=O)n4cccc(C)c4nc32)no1	109	2	-6	5	-1	4	0.4	-9	7
COc1ccccc1N1CCN(C(=O)CN2C(=O)c3ccccc3C2=O)CC1	98	8	1	-3	-7	3	1.2	-5	-1
O=C(Oc1ccc(Cl)c2cccnc12)c1cccnc1	93	4	-3	-2	4	23	-0.7	-9	-2
CCC(=O)Nc1cccc(-c2cnc3ccccc3n2)c1	90	-2	1	1	-14	-5	1.9	-11	-1
Cc1ccc(-n2nnnc2SCC(=O)N2CC(=O)Nc3ccccc32)cc1	98	2	4	28*	5	10	-1.7	-2	8
O=C(O)Cn1ncc2ccccc2c1=O	104	-1	2	5	-18	-30	2.1	4	-2
CCCCC(CCC(=O)O)(C(=O)OCC)c1csc(N)n1 (stereo not drawn)	105	-2	0	-1	-2	-3	-0.3	-14	-1
Cc1cc(C(=O)N/N=C/c2ccc(-c3cccc(Cl)c3Cl)o2)n[nH]1	112	4	-2	1	13	-34	2.9	12	1
COc1ccccc1NC(=O)COC(=O)C1C2CC3OC(=O)C1C3C2 (stereo not drawn)	96	11	-6	1	-2	7	5.5	-15	-1
CCOC(=O)c1c(NC(=O)C2c3ccccc3Oc3ccccc32)sc(C(N)=O)c1C	105	4	32	-3	0	-8	4.5	11	3
COc1ccc(CNC(=O)c2ccc(NC(=O)C3CCCO3)cc2)cc1 (stereo not drawn)	99	7	-7	-7	-12	-18	3.9	-13	0
O=C(c1cnc2n(c1=O)CCS2)N1CCCc2ccccc21	111	2	2	1	11	-4	2.3	7	1
CN(C)CCC=C1c2ccccc2C=Cc2ccccc21	106	-1	-3	0	-3	.	-0.3	-3	1
CC(=O)c1ccc(NC(=O)C(C)OC(=O)CCN=C2NS(=O)(=O)c3ccccc32)cc1 (stereo not drawn)	106	-1	-1	-1	-4	3	-1.6	0	1
O=C(O)COc1ccccc1C1C2C(=O)N(c3ccccc3)C(=O)C2ON1c1ccccc1 (stereo not drawn)	113	-1	25	-6	4	2	3.1	6	-4
COC(=O)c1cccc(NC(=O)CSc2nnc(-c3ccco3)o2)c1	113	-4	-6	0	-6	6	4.3	-14	0
COc1cc2cnc(-c3ccsc3)c(-c3ccc(F)cc3)c2cc1OC	112	-1	.	.	.	-6	2.0	1	.
CC(O)CNc1nc2ccccc2n1-c1ncnc2sc3c(c12)CCC3 (stereo not drawn)	99	2	-3	5	-14	5	0.7	14	1
Nc1nc(CSCCO)nc(Nc2ccc(F)cc2)n1	106	-4	5	-1	-11	44	0.1	11	2
O=C(O)c1ccc2c(c1)C(=O)N(C(Cc1ccc(O)cc1)C(=O)O)C2=O (stereo not drawn)	104	0	-1	-1	-6	-7	-0.3	11	-4
COc1ccc(NC(=O)C2=CC(c3cccs3)=NS(=O)(=O)N2C)cc1	88	-2	2	-1	-2	4	1.5	-8	4
CCOc1ccc2oc(=O)cc(C)c2c1	97	3	-2	-4	14	2	-0.3	19	-3
Cc1ccc(Cl)cc1N1CCN(C(=O)c2ccc3c(c2)CCN3S(C)(=O)=O)CC1	103	-10	-11	-1	-2	3	4.5	-11	9
O=C(CN1C(=O)c2ccccc2C1=O)Nc1sc2c(c1C(=O)NCC1CCCO1)CCC2 (stereo not drawn)	88	-1	6	-5	-6	27	1.0	-10	-3

Taken from the entries so far (two entries):
SMILES	CR mimetic SO	PP1 counter	core dimer inh	TPT1 inhibitor	EBNA-1 inh	JMJD2C inh	PP5 inh	ZTA counter	CTSL1 counter
COc1cc(CNCCN2CCOCC2)ccc1OCC(=O)NC(C)(C)C	107	0	-4	-1	-8	-8	2.6	-9	-3
Cc1cc(-n2c(=O)c(C#N)cc3c(=O)n4cccc(C)c4nc32)no1	109	2	-6	5	-1	4	0.4	-9	7

Further structures:
SMILES	CR mimetic SO	PP1 counter	core dimer inh	TPT1 inhibitor	EBNA-1 inh	JMJD2C inh	PP5 inh	ZTA counter	CTSL1 counter
O=C(Cc1ccc(Cl)c(Cl)c1)OCC(=O)c1ccc[nH]1	110	2	8	9	-15	5	2.9	5	6
CCCCC(CC)C(=O)Nc1cc(C(=O)NCCC)ccc1N1CCC2(CC1)CC(c1ccccc1)=NO2 (stereo not drawn)	93	9	21	1	7	24	1.9	6	2
CCCCN1C(=O)C2ON(c3ccccc3C)C(c3ccco3)C2C1=O (stereo not drawn)	122	3	8	0	-11	21	4.1	-6	4
O=C(Nc1cccnc1Cl)c1cc(-c2cccc(Cl)c2)on1	89	-2	6	-4	2	17	-0.6	-1	3
O=C(Cn1nc(-c2ccccc2F)ccc1=O)Nc1ccc(S(=O)(=O)N2CCCCCC2)cc1	79	10	17	4	1	10	-1.2	9	-7
Cc1csc(NC(=O)Nc2ccccc2[N+](=O)[O-])n1	168	-2	6	-4	-17	8	2.7	-7	-1
O=C(CN1C(=O)CCSc2ccccc21)Nc1ccccc1	115	-8	3	-1	-12	-7	3.2	2	-3
COc1ccccc1CN(Cc1nc2ccccc2c(=O)[nH]1)C(=O)Nc1ccccc1	97	-1	5	2	4	21&5	-0.9	9	-1
CCN(c1ccccc1)S(=O)(=O)c1ccc(OC)c(OC)c1	107	2	-3	-3	-4	1	2.2	-5	-8
COc1cccc(CCC(=O)Nc2cccc(S(=O)(=O)N3CCCC3)c2)c1OC	97	-1	.	.	.	-5	1.9	-1	.
CC#CCN1c2ccccc2[C@]23C[C@@H](C(=O)OC)N(C(=O)C4CCC4)C2=NC(C(=O)OC)=C(C(=O)OC)[C@H]13	92	2	15	2	6	-2	-0.8	0	0
CCc1nonc1NC(=O)c1oc2ccc(F)cc2c1C	112	-3	3	-4	13	-2	-0.4	18	-5
COc1ccc(C)cc1NC(=O)Nn1cnnc1	90	0	2	-4	10	17	-2.9	-10	4
CCOC(=O)[C@H]1[C@H]2COc3ccccc3[C@@H]2N2C(=O)c3cc(OC)c(OC)cc3NC(=O)[C@@]12C	.	-4	5	3	-4	-3	0.5	-7	-4
C=C[C@H](CC(C)C)N(Cc1ccccc1)S(=O)(=O)N(Cc1ccc(OC)cc1)[C@H](C=C)CC(C)C	82	0	.	.	.	.	1.2	-9	.
COc1c(C)cc(C(=O)C2CCCN(Cc3cnc(N4CCOCC4)s3)C2)cc1C (stereo not drawn)	106	-1	0	-5	1	-9	1.1	15	-3
Cc1cc(C)c(CN2CCC(CO)(CCOc3ccccc3)CC2)cc1C	100	-1	-1	-2	-1	3	-0.3	4	0
CCCOc1ccc(Cc2c(Cl)nc(SC)nc2OC)cc1	99	-3	-7	-2	8	5	-3.3	-8	0
O=C(Oc1ccc(-c2nnco2)cc1)N1CCCCC1	93	1	-1	2	7	15&20	-1.4	21	5
CN(C(=O)COC(=O)c1n[nH]c2ccccc12)c1ccccc1	84	4	-8	-2	9	10	1.1	3	0
CCOc1ccc2nc(N3C(=O)/C(=C/c4ccccc4)NC3=S)sc2c1	87	-2	23	26*	6	0	0.5	4	5
CC(=O)NNC(=O)c1nc(-c2ccccc2)c(C)o1	86	3	-2	-1	-3	4	-0.7	11	-1
CCOC(=O)COc1ccc(S(=O)(=O)Nc2ccc3c(c2)OCCO3)cc1	99	-3	0	-2	-7	1	2.4	-12	-1
Cc1cccc(/C=N/NC(=O)c2cccc(NC(=O)c3ccccc3)c2)n1	107	-1	-2	-5	10	7	-0.3	-11	-3
COc1ccc(C(=O)OCC(=O)NCCCc2ccccc2)cc1[N+](=O)[O-]	93	-2	1	-5	2	1	2.4	7	-5

5 entries from above, arranged by the number in EBNA-1 inh, smallest number first.
mol	EBNA-1 inh
O=C(Cc1ccc(Cl)c(Cl)c1)OCC(=O)c1ccc[nH]1	-15
O=C(CN1C(=O)CCSc2ccccc21)Nc1ccccc1	-12
O=C(Cn1nc(-c2ccccc2F)ccc1=O)Nc1ccc(S(=O)(=O)N2CCCCCC2)cc1	1
COc1ccc(C(=O)OCC(=O)NCCCc2ccccc2)cc1[N+](=O)[O-]	2
CCCOc1ccc(Cc2c(Cl)nc(SC)nc2OC)cc1	8

(cont.)
SMILES	CR mimetic SO	PP1 counter	core dimer inh	TPT1 inhibitor	EBNA-1 inh	JMJD2C inh	PP5 inh	ZTA counter	CTSL1 counter
Cc1ccc(S(=O)(=O)N2C(=O)CCC2C(=O)N2CCN(C)CC2)cc1 (stereo not drawn)	87	0	-5	-2	-10	2	0.9	-7	-4
COc1c(C)cc(C(=O)C2CCCN(C(=O)C3=C(C)OCCO3)C2)cc1C (stereo not drawn)	96	0	3	1	3	3	-2.0	4	0
COc1ccc(N=C2C(=O)Nc3ccc(C)c(Br)c32)cc1	96	-4	-16	-5	2	2	0.4	6	2
Cc1cc(C)n(CCSCC(=O)O)n1	108	-2	-6	-3	-11	-3	1.5	6	0
Cc1nn(C(C)(C)C)c(OC(=O)CC(C)C)c1S(=O)(=O)c1ccccc1	110	4	-7	-2	1	-10	4.0	-12	2
Cc1ccc(N2C(=O)Nc3ccccc3C2(O)C(=O)NCCCOC(C)C)cc1C (stereo not drawn)	90	-1	0	6	-23	-28	0.0	9	1
Cc1cc(=O)oc2cc(OCC(=O)Nc3ccc4[nH]c(=O)[nH]c4c3)ccc12	111	-4	-1	2	-6	1	0.6	-9	-5
Cc1nnc(NC(=O)Nc2ccc(Cl)c(Cl)c2)s1	108	2	11	-4	-10	108	2.7	10	0
COc1ccc(S(=O)(=O)N2CCC(C(=O)Nc3ccc(S(=O)(=O)N4CCCC4)cc3)CC2)cc1OC	98	-6	6	2	-8	-4	2.2	3	-2
Cc1cc(C)c(S(=O)(=O)N2CCCC(C(=O)NCCC3=CCCCC3)C2)c(C)c1 (stereo not drawn)	107	2	3	-5	-3	3	2.6	-32	8
COc1ccc(NC(=O)CSCC(=O)N(C)CCOc2ccc(Cl)cc2)cc1	105	-4	2	0	3	0	0.0	3	1
COc1cccc(CCNc2ccc(N3C(=O)CC(C)C3=O)cc2[N+](=O)[O-])c1 (stereo not drawn)	94	-1	-3	1	-9	-4	2.4	-1	-2
CCn1c(SCC(=O)N/N=C/C=C\c2ccccc2[N+](=O)[O-])nc2ccccc21	116	-5	2	-2	-7	5	0.8	1	1
COc1cc(OC)cc(C(=O)N[C@H](C(=O)Nc2cc(C)cc(C)c2)C(C)C)c1	108	-3	5	-1	-5	-12	2.6	-13	0
NC(=O)CSc1n[nH]c(=O)n1CCc1ccccc1	97	-1	-10	-4	4	-9	-0.4	-3	7
CN(C)S(=O)(=O)c1cccc(C(=O)Nc2cc(Cl)cc(Cl)c2)c1	103	1	4	0	-11	-5	5.2	-10	6
Clc1ccccc1CSc1nnc(-c2ccccn2)n1Cc1ccco1	117	2	6	-3	-1	-3	3.7	-19	3
COc1ccc(-c2nc(N)nc(C)c2Oc2ccccc2Br)c(O)c1	95	4	3	-16	6	.	3.8	11	-1
CC(C)Cn1c(C(C)NC(=O)Cc2ccccc2)nc2ccccc21 (stereo not drawn)	117	4	9	-9	-11	-1	-0.6	-18	5
CC(=O)Nc1cccc(C(=O)Nc2cccnc2)c1	106	-1	-3	2	-2	-7	-2.0	-9	-2
CCc1ccc(-c2ccc(C(=O)O)c(C)n2)cc1	110	-3	1	3	7	3	1.8	-7	-3
Cc1nc(N2CCC(C)CC2)c2c(C)c(C(=O)Nc3ccc4c(c3)OCCO4)sc2n1	107	1	5	2	-11	-6	0.3	5	2
Cc1ccc(N(Cc2ccccc2)C(=O)c2ccc(F)c(S(=O)(=O)N3CCOCC3)c2)cc1	77	-2	4	0	-6	7	2.0	-3	-1
Cc1ccc(N(CC(=O)Nc2c(C)n(C)n(-c3ccccc3)c2=O)S(C)(=O)=O)cc1C	86	-3	1	-3	1	15	0.3	6	0
